Screens deposited in PubChem BioAssay by several laboratories.
M5 PAM: positive allosteric modulators of human muscarinic M5 receptor; P08912; AID 624038; CHO-K1 hM5, Fluo-8 calcium, ACh EC20 PAM; 0% = ACh EC20, 100% = ACh EC100; activation, % at 3 µM; 0.3% of 360,000 active;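 active means activation above the run cutoff, the mean activation of all test compounds plus 3 SD, cut at about 18% in these data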
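System: CHO-K1 hM5 cells. Reagent: acetylcholine, EC20 level. Compound dosing: single dose, 3 µM nominal final test concentration. Timing: Post-acetylcholine fluorescence recording 140 s. Detection: Fluo-8 calcium fluorescence. Read-out: % activation, ACh-normalized. Benchmarks: ACh EC20 and EC100 wells. Repeats: singlicate, one well per test compound.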
CHRM4 agonist: agonists of human muscarinic M4 receptor (CHRM4). 0.14% of 360,000 active. CHO-K1 hM4/Gqi5, Fluo-8 calcium fluorescence; vehicle 0%, full acetylcholine response 100%. AID 624127. activation, % at 3 µM. P08173;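 active means activation above the run mean over all test wells plus 3 SD, cut at about 32% in these data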;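 further: peak over basal fluorescence ratio per well then scaled between controls; 0% = DMSO wells and 100% = acetylcholine at EC100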
Target sequence (P08173 whole entry, looked up): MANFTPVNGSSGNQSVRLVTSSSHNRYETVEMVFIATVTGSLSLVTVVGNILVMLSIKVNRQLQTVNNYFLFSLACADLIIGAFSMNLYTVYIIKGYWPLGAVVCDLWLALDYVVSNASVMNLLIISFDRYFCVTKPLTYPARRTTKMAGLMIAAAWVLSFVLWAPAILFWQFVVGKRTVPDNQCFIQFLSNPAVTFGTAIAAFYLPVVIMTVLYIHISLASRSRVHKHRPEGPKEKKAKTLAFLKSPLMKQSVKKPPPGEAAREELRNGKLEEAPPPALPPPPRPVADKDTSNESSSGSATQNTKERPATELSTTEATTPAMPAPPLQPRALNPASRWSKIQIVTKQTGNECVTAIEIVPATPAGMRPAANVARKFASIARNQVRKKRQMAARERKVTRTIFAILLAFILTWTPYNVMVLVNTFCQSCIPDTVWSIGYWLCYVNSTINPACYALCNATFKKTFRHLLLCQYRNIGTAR
CHRM5 antagonist: antagonists of human muscarinic M5 receptor (CHRM5); P08912; CHO-hM5 cells, Fluo-8 calcium fluorescence, ACh EC80; inhibition, % at 3 µM; 0.59% of 360,000 active;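 active means inhibition above a per-plate cutoff, the mean of that plate's test compounds plus 3 SD, cut at about 27% in these data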;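 further: 0% = acetylcholine EC80 with DMSO and 100% = DMSO without agonist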
M4 antag: CHRM4 antagonism in calcium assay; CHO-hM4 cells, ACh EC80, Fluo-8 calcium fluorescence; P08173; 0.73% of 360,000 active; inhibition, % at 3 µM;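 active means inhibition above its plate's cutoff, the mean inhibition of sample wells plus 3 SD, cut at about 27% in these data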;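 further: 0% = acetylcholine EC80 with DMSO and 100% = DMSO without agonist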
M5 ag: agonists of human muscarinic M5 receptor (CHRM5); P08912; CHO-K1 hM5 cells, Fluo-8 calcium fluorescence; 0% DMSO wells, 100% maximal acetylcholine response; activation, % at 3 µM; 0.19% of 360,000 active;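 active means activation above the run's mean over test compounds plus 3 SD, cut at about 23% in these data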;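 further: signal is peak over basal fluorescence ratio across the kinetic read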
M1 PAM: positive allosteric modulators of human M1 muscarinic receptor; P11229; 0.088% of 360,000 active; AID 588819; CHO-K1 hM1, Fluo-8 calcium fluorescence, ACh EC20; 0% = ACh EC20, 100% = maximal ACh; activation, % at 3 µM; in the data active means activation above about 19%, passing the limit was not always enough
Target sequence (P11229 whole entry, looked up): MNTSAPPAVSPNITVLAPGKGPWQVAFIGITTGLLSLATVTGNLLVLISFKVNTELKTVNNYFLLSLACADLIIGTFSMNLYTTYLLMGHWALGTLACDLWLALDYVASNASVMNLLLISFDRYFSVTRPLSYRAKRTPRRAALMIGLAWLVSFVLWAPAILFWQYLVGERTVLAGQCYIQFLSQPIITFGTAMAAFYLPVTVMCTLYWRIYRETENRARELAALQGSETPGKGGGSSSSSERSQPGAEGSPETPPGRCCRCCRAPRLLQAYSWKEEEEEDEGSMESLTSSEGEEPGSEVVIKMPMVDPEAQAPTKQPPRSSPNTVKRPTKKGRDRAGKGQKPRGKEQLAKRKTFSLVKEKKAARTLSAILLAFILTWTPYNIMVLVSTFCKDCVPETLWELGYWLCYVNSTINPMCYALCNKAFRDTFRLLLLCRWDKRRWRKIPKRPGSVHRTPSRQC
CRFR2-BP ag: agonists of human CRF-binding protein/CRF-R2 receptor complex; HEK293 CRF-R2/CRF-BP, calcium dye fluorescence (FLIPR); percent of saturating CRF peptide response; activation, % at 13.2 µM; 0.46% of 350,000 active; AID 588473;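 active means activation of at least 50%, plus an integration ratio under a set limit after plate pattern correction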;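 further: plate controls were neutral control wells without compound for no effect and CRF at EC100 for full effect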
M1 antag: human CHRM1 antagonism; P11229; CHO-K1 hM1, Fluo-8 calcium fluorescence, ACh EC80 antagonist; inhibition, % at 3 µM; 1.3% of 360,000 active; AID 588852;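 active means percent inhibition above its own plate's cutoff, namely the mean of that plate's compound wells plus 3 SD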;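 further: peak over basal fluorescence ratio during 140 s after agonist addition; 0% = ACh EC80 plus DMSO and 100% = DMSO alone without agonist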
M4 PAM: CHRM4 positive allosteric modulation | P08173 | CHO-K1 hM4/Gqi5, Fluo-8 calcium fluorescence, ACh EC20; 0% = ACh EC20, 100% = maximal ACh | activation, % at 3 µM | AID 624126 | 0.4% of 360,000 active;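 active means activation above its plate's cutoff, the mean activation of sample wells plus 3 SD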; further: some results filed as inactive read as strong as hits
The depositor's hits bear a star; nt = not tested or not shown.

SMILES	M5 PAM	CHRM4 agonist	CHRM5 antagonist	M4 antag	M5 ag	M1 PAM	CRFR2-BP ag	M1 antag	M4 PAM
O=C(CSc1nc2ccccc2c(=O)[nH]1)N1CCN(c2ccccc2)CC1	4	1	0	-1	-4	3	-2.9	-7	0
Cc1occc1-c1nnc(SCC(=O)c2cc3ccccc3oc2=O)o1	-1	0	4	3	2	3	-0.9	-1	-6
Cc1ccc(C(=O)N2CCN(c3ccccc3F)CC2)cc1NC1=NC2CS(=O)(=O)CC2S1 (stereo not drawn)	0	1	-5	-3	0	7	1.4	-10	7
N#C/C(=C\c1cccc(OC(=O)c2cccs2)c1)C(N)=O	-6	1	-2	-6	-2	12	-1.9	-11	9
Cc1cccc(NC(=O)c2ccc3c(=O)n(CC4CCCO4)c(=S)[nH]c3c2)c1 (stereo not drawn)	-2	2	11	8	-1	-12	0.0	24	-4
Cc1c(NC(=O)CSc2nc3ccccc3s2)c(=O)n(-c2ccccc2)n1C	2	1	0	-7	-5	2	-8.3	-10	1
COc1ccc(C)cc1NC(=O)NC1CCCc2ccccc21 (stereo not drawn)	2	1	-6	-16	-3	17	-3.6	-10	11
O=C1COc2ccc(C(=O)COC(=O)CNS(=O)(=O)c3cccc(F)c3)cc2N1	2	1	12	10	0	-7	0.0	13	-5
CC1(C)C([N+](=O)[O-])C(c2ccccc2O)NC(c2ccccc2O)C1[N+](=O)[O-] (stereo not drawn)	8	8	-6	-2	8	6	0.1	-6	-8
O=C(CN1C(=O)C(=O)N(C2CCCC2)C1=O)Nc1ccc(N2CCOCC2)cc1	8	3	-9	-17	5	10	-1.1	-3	-7
CN(C)CCCNC(=S)NCc1ccc(Cl)cc1	-1	2	-4	-8	-4	6	-1.9	-7	2
C=CCN(CC=C)Cc1c(O)ccc2c1oc(=O)c1ccccc12	-3	2	7	0	2	10	-1.5	-14	9
O=C(Cn1ncc2c(=O)oc3ccccc3c21)N1CCCc2ccccc21	3	1	-2	-3	-1	1	0.0	-12	-3
Cc1ccc(C(C)C)c(OCC(=O)Nn2c(C)nc3ccccc3c2=O)c1	-10	5	1	-7	-3	2	-5.0	2	-4
O=C(c1ccc2nccnc2c1)N1CCN(c2ccccc2)CC1	7	2	-1	4	0	11	0.8	-9	-2
O=C(/C=C/c1ccc(F)cc1)NC(=S)Nc1ccccc1	-1	1	1	-4	-4	1	3.6	-4	-1
COc1ccc(NC(=O)CSc2nnc(-c3ccncc3)n2C)cc1	-8	2	2	1	-3	0	0.9	-2	6
Cc1ccc(/C(C#N)=C\c2ccc(N3CCOCC3)o2)cc1	-3	14	3	25	4	3	2.3	5	-11
Cc1ccc(CCNC(=O)c2cc(C)nn2-c2ccccc2)cc1	7	1	4	-5	-7	3	-8.8	-24	7
COC(=O)/C=C1/SC(=NC(=O)c2ccc(OC)cc2)NC1=O	3	1	-7	-4	-3	10	-0.1	-11	12
COCCNc1nc(C)cc(-c2cc(-c3ccc(Cl)cc3)on2)n1	-5	0	5	7	0	1	0.4	4	1
O=Cc1ccc(OC(=O)c2cccnc2)cc1	-11	0	14	10	-2	-1	2.3	3	-10
Cc1nc([N+](=O)[O-])c(Br)n1CC(=O)c1cccc([N+](=O)[O-])c1	4	1	-7	-5	4	4	1.3	6	5
Cc1ccccc1C(N)c1ccncc1 (stereo not drawn)	-4	0	4	-8	-2	6	-0.9	-9	0
CCOC(=O)C(C(=O)OCC)C(C#N)c1ccccc1 (stereo not drawn)	-1	0	-8	-14	-9	7	0.4	-13	-1

5 compounds already listed, ordered by the value under M4 PAM, high to low:
smiles,M4 PAM
COCCNc1nc(C)cc(-c2cc(-c3ccc(Cl)cc3)on2)n1,1
Cc1ccccc1C(N)c1ccncc1 (stereo not drawn),0
O=C(c1ccc2nccnc2c1)N1CCN(c2ccccc2)CC1,-2
O=C(CN1C(=O)C(=O)N(C2CCCC2)C1=O)Nc1ccc(N2CCOCC2)cc1,-7
CC1(C)C([N+](=O)[O-])C(c2ccccc2O)NC(c2ccccc2O)C1[N+](=O)[O-] (stereo not drawn),-8

(continued)
SMILES	M5 PAM	CHRM4 agonist	CHRM5 antagonist	M4 antag	M5 ag	M1 PAM	CRFR2-BP ag	M1 antag	M4 PAM
O=C(O)CCCC(=O)Nc1cc([N+](=O)[O-])ccc1O	-4	1	3	7	1	1	-0.6	5	-7
CCn1c(NCc2cc(OC)c(OC)c(OC)c2)nc2ccccc21	-3	2	8	8	-2	5	-0.8	-13	-4
CC1CC(C)(C)CC2(C1)NC(=O)N(CC(=O)N1CCN(S(=O)(=O)c3ccc(F)c(F)c3F)CC1)C2=O (stereo not drawn)	-2	2	0	-4	-2	6	0.6	-9	3
CC1(C)Cc2ccccc2-c2nc(CN3CCOCC3)[nH]c(=O)c21	-4	3	4	-13	1	4	2.5	-6	5
CCOC(=O)C1CCCN(C(=O)c2ccc(F)c(Cl)c2)CC1 (stereo not drawn)	-2	1	5	-18	0	10	nt	-16	11
Cc1ccc(CNC(=O)CCC2CCCN(Cc3c(C)nn(C(C)C)c3C)C2)o1 (stereo not drawn)	2	1	2	0	-5	3	0.1	-5	-4
O=C1CC(c2ccccc2)CC(O)=C1C=NCCN1CCOCC1 (stereo not drawn)	-4	1	2	2	3	0	-1.4	1	-2
CC(=O)OCC1=C(C(=O)O)N2C(=O)C(NC(=O)Cn3nc(C(F)F)c(Cl)c3C)C2SC1 (stereo not drawn)	3	2	3	2	-1	6	-0.3	-8	0
CCC(=O)Nc1nnc(-c2ccccn2)o1	-1	0	10	-1	0	14	-0.1	-11	5
CC(C(=O)NC1CCCC1)N1CCN(S(=O)(=O)c2ccccc2Cl)CC1 (stereo not drawn)	-1	0	7	0	0	0	0.6	2	-3
CC(=O)Oc1c(-c2ccc(Br)o2)oc2ccccc2c1=O	-6	4	13	2	1	6	14	-4	-1
O=C(NCc1ccc(Cl)cc1)c1ccc(-c2ccc(F)c(F)c2)c2ccoc12	2	1	-6	-4	1	2	nt	-5	-7
COc1cc(OC)cc(C(=O)N[C@H](C(=O)OCC(=O)Nc2ccc(C(C)C)cc2)C(C)C)c1	-8	0	12	-9	-4	3	-1.2	-8	0
COC(=O)c1nc(-c2ccc(C)cc2)[nH]c1C(C)(C)C	-7	0	2	4	-3	8	nt	-26	4
COc1ccccc1CNCCS(=O)(=O)NN1CCOCC1	-3	0	4	-17	0	13	1.0	-17	16
COc1ccccc1NC(=O)C1CCN(S(=O)(=O)c2ccc3c(c2)NC(=O)C(C)S3)CC1 (stereo not drawn)	-17	24	10	-7	0	-10	1.4	13	-11
CCSc1nc(-c2ccccc2)cc(=O)[nH]1	-3	0	10	2	-1	8	-2.5	-1	17
COc1ccc(C)cc1NC(=O)c1ccc(S(=O)(=O)N2CCOCC2)cc1	-7	1	7	10	-3	4	0.1	-5	-6
Cc1nn(C(C)C(=O)N2CCCC2)c(=O)c2nn(-c3ccccc3)c(C)c12 (stereo not drawn)	-1	1	6	-4	-3	11	0.0	-10	1
CNc1oc(-c2ccc(Cl)cc2)nc1P(=O)(c1ccccc1)c1ccccc1	6	-1	-3	-5	-9	5	-1.2	11	1
CCOC(=O)N1CCN(C(=O)C[C@@H]2C[C@@]3(C(=O)OC)CC(C)(C)CC=C3N(CCc3ccc(OC)c(OC)c3)C2=O)CC1	1	6	0	1	6	nt	nt	nt	-1
Cc1ccc(NC(=O)CS(=O)CC(=O)N(CC(=O)NC2CCCC2)c2cccc(C)c2C)cc1 (stereo not drawn)	1	0	4	4	-1	10	-1.0	-10	-3
Cc1ccc(S(=O)(=O)N(C)S(=O)(=O)c2ccc(C)cc2)cc1	11	0	-4	-6	-6	23	-0.5	-11	18
CCOC(=O)c1ccc(OCc2nc(-c3cccs3)no2)cc1	-4	0	5	-4	-2	-6	0.7	3	-8
Cc1cc(C)cc(N2CC(O)Cn3c2nc2c3c(=O)[nH]c(=O)n2C)c1 (stereo not drawn)	-3	-1	9	3	-5	4	-0.7	-9	-8

Among those listed so far, 2 have a thiophene ring, fused or not.
SMILES	M5 PAM	CHRM4 agonist	CHRM5 antagonist	M4 antag	M5 ag	M1 PAM	CRFR2-BP ag	M1 antag	M4 PAM
N#C/C(=C\c1cccc(OC(=O)c2cccs2)c1)C(N)=O	-6	1	-2	-6	-2	12	-1.9	-11	9
CCOC(=O)c1ccc(OCc2nc(-c3cccs3)no2)cc1	-4	0	5	-4	-2	-6	0.7	3	-8

The listing continues.
SMILES	M5 PAM	CHRM4 agonist	CHRM5 antagonist	M4 antag	M5 ag	M1 PAM	CRFR2-BP ag	M1 antag	M4 PAM
Cn1c(N)c(C(=O)Nc2cccc(Cl)c2)c(=O)n(C)c1=O	-2	1	7	-4	-1	2	0.8	-2	6
CN(c1ccccc1C(=O)N1CCN(c2ccccc2)CC1)S(C)(=O)=O	-8	1	0	-1	-2	7	-1.8	-4	-5
CCCN(CC(=O)Nc1ccccc1C)C(=O)c1ccc(OCc2c(C)noc2C)cc1	-1	7	8	-5	3	-5	0.5	9	8
CCS(=O)(=O)N1CCN(c2ccccc2)CC1	1	1	12	6	2	2	-0.8	12	7
Cc1[nH]c(=O)c(C#N)cc1-c1ccccc1	2	0	-7	2	-2	2	-0.5	11	7
Cc1ccc(F)cc1NC(=O)CSc1ncccn1	5	1	1	-3	0	5	1.5	0	-9
O=C(Nc1ccc2snnc2c1)N1CCCCC1	-5	1	5	-4	-1	3	-0.1	-5	-1
CSCCC(NS(=O)(=O)c1ccccc1F)C(=O)Nc1ccncc1 (stereo not drawn)	-5	2	18	7	-2	2	-0.3	-4	7
CCN(c1ccc(OC)cc1)S(=O)(=O)c1ccc(-c2cc(C)no2)s1	0	2	-4	-6	-3	3	0.2	-9	-5
Cc1cc(NC(=O)CSc2ncc(C(=O)O)n2-c2ccc(F)cc2)no1	-4	1	10	-1	1	1	-0.1	-3	0
O=C(CCn1c(=O)sc2ccccc21)NC1=NCCS1	1	1	-6	3	2	3	-0.4	-4	-2
Cc1cc(/C=C(\C#N)C(=O)NCc2cccs2)c(C)n1-c1ccccc1F	-18	3	-6	1	-8	-10	-0.6	8	-15
COc1ccc(Nc2nc3cc(C)ccc3cc2C#N)cc1	-3	2	16	5	-1	0	6.3	4	-8
CC1=C(C(=O)Nc2cc(C(=O)N(C)Cc3ccccc3)ccc2C)SCCO1	-1	2	1	0	-2	0	-1.0	-1	-1

Some of the entries above, reformatted.
compound,M5 PAM,CHRM4 agonist,CHRM5 antagonist,M4 antag,M5 ag,M1 PAM,CRFR2-BP ag,M1 antag,M4 PAM
Cc1cccc(NC(=O)c2ccc3c(=O)n(CC4CCCO4)c(=S)[nH]c3c2)c1 (stereo not drawn),-2,2,11,8,-1,-12,0.0,24,-4
CCOC(=O)C1CCCN(C(=O)c2ccc(F)c(Cl)c2)CC1 (stereo not drawn),-2,1,5,-18,0,10,nt,-16,11
